# FH mod = Identification of activators of human fumarate hydratase by quantitative high-throughput screening | FH coupled MDH/diaphorase resazurin fluorescence, 15 min | 54,000 compounds, 0.22% hits | Potency, µM (top dose mostly 79.9 µM), for the others: at the highest dose activity change, negative = inhibition, hits mostly inhibitors; note: potency is the fitted concentration of half-maximal effect; % is set by controls: 0 for no effect and ±100 for the full control effect; the screen sought activators but most active calls are inhibition curves; nearly all actives have a fitted effect of over 45% in size
# GALK inhibitor = qHTS Assay for Inhibitors of Human Galactokinase (GALK): NCGC Sytravon Library Screen | recombinant GALK, Kinase-Glo ATP luminescence, 1 h | Potency, µM (top dose mostly 57.5 µM), for inactives: top-dose activity, negative = inhibition, hits mostly inhibitors | 44,000 tested, under 10 active | AID 1347072, 2019;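 note: plate controls were full GALK reaction for no effect and reaction lacking GALK for full effect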
# Target sequence (P51570 whole entry, looked up): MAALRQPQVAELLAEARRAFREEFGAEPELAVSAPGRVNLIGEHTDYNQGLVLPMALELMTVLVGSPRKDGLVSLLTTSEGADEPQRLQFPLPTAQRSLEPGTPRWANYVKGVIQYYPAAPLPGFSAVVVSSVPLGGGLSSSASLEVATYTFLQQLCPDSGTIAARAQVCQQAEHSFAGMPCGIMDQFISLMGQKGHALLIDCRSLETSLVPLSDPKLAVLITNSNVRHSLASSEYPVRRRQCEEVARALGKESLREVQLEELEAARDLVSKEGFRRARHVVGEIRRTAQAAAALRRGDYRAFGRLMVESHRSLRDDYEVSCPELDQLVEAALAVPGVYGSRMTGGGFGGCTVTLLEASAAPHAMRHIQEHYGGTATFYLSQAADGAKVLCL
#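 Compounds were pinned into ATP buffer, then GALK-galactose mix was added (final 5 nM enzyme, 35 uM ATP, 100 uM galactose, pH 8.0). After 1 h at room temperature, Kinase-Glo Plus was added and luminescence read.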
# PTAP-TSG101 blk = qHTS Validation Assay for Inhibitors of HIV-1 Budding by Blocking the Interaction of PTAP/TSG101: Sytravon Library Screen; 44,000 tested, under 10 active; Fluorescence polarization, FITC-PTAP peptide/Tsg101, 20 min; Potency, µM (series often up to 115 µM), for the others: at the top dose activity change, negative = inhibition, most hits filed as inhibitors; Tumor susceptibility gene 101 protein (Homo sapiens), Q99816; note: potency is the fitted concentration of half-maximal effect; 0% is about no effect
# Target sequence (Q99816 whole entry, looked up): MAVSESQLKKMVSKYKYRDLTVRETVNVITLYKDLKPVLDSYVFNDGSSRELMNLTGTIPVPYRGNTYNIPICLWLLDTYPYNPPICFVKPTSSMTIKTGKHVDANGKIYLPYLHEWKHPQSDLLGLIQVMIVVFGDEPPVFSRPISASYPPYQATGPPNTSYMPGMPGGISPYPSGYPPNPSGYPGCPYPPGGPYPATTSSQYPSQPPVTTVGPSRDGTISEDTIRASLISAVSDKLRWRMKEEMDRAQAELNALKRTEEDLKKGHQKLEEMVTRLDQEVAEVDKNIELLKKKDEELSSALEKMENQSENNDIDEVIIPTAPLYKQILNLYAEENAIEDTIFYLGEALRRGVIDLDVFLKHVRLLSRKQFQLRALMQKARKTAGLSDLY
#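 The Tsg101 binding domain, at 10 uM final, is mixed with compound and a FITC peptide bearing the PTAP motif (50 nM final). After 20 min at r.t., polarization is measured; actives defined by CRC class, efficacy cut-off 60% inhibition.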
# NTMT1 inh = Primary qHTS for Inhibitors of N-terminal methyltransferase 1 (NTMT1): MTaseGlo Assay; N-terminal Xaa-Pro-Lys N-methyltransferase 1 (Homo sapiens), Q9BV86; NTMT1 MTase-Glo SAH luminescence, purified enzyme; Potency, µM (titrated, usually from 114 µM), inactives show top-dose activity change, negative = inhibition, actives largely listed as inhibitors; 59,000 compounds, 2.5% hits; AID 1645870, 2021;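 note: potency is the fitted concentration of half-maximal effect; plate controls were DMSO vehicle for no effect and no enzyme for full effect; nearly all actives have a fitted effect of over 65% in size; many of its hits are not listed in these tables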
# Target sequence (Q9BV86 whole entry, looked up): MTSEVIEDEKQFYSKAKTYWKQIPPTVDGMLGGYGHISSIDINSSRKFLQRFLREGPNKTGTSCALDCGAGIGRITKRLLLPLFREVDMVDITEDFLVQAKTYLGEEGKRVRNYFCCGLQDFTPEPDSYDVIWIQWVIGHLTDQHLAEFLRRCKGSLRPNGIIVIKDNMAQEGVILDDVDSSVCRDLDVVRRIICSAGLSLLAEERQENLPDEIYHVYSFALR
# p53null 39C tox = qHTS Screen for Compounds that Selectively Target Cancer Cells with p53 Mutations: Cytotoxicity of p53 Null Cells at the Nonpermissive Temperature; Potency, µM (titrated, usually from 46.1 µM), without a hit: at the highest dose activity, negative = cell killing, actives largely listed as cytotoxic; 55,000 compounds, 0.97% hits; H1299 p53-null (neo) cells, 39C, ATPlite viability, 24 h;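 note: potency is the fitted concentration of half-maximal effect; 0% = DMSO only and -100% = full killing by 100 µM tamoxifen; nearly all actives have a fitted effect of over 50% in size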
#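 Luminescent ATP signal reported cell survival after H1299 lines (neo, p53 null; or p53 A138V) received up to 46 uM compound and 24 hr incubation at 39C.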
# B2AR arrestin ag = qHTS assay of beta-arrestin-biased ligands of beta2-adrenergic receptor: NCGC Sytravon Library Screen; Potency, µM (highest dose often 46.1 µM), for inactives: top-dose activation, actives largely listed as activators; HTLA Tango cells, beta-arrestin recruitment, luciferase luminescence, 18 h; Beta-2 adrenergic receptor (Homo sapiens), P07550; 44,000 tested, under 10 active;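 note: potency is the fitted concentration of half-maximal effect; 0% = DMSO and full agonism = EC100 isoproterenol or metaproterenol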
#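 Tango cells (recombinant beta2-AR, beta-arrestin, tTA-driven luciferase), 1500/well in DMEM 1% FBS, treated 18 h at 37 °C with compounds up to 46 µM; luciferin mix added, luminescence read after 15 min; %activity curves fitted and curve-classed.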
# p53null 32C kill = qHTS Screen for Compounds that Selectively Target Cancer Cells with p53 Mutations: Cytotoxicity of p53 Null Cells at the Permissive Temperature; AID 903, 2007; 55,000 compounds, 0.62% hits; H1299-neo p53 null cells, ATP luminescence, 24 h, 32C; Potency, µM (highest dose often 46.1 µM), for inactives: at the top dose activity change, negative = cytotoxicity, usual class: cytotoxic;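 note: potency is the fitted concentration of half-maximal effect; 0% = DMSO only and -100% = full killing by 100 µM tamoxifen; nearly all actives have a fitted effect of over 55% in size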
#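 Cells lacking p53 (H1299-neo) are plated at 600 per well and allowed to settle overnight at 37C. Test compounds (up to 46 uM) are added and held 24 hours at 32C, then ATP is quantified by luminescence.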
# An asterisk follows results filed as active; ? = inconclusive; · = not tested or not shown; [ ] = another dose, or the depositor's remark. Calls come from the whole dose curve; as a rule, active = well fitted curve in the direction sought with a large enough effect; inconclusive = small, poorly fitted or top-dose-only effect, or another doubt; inactive = no such curve, though single readings can be large; an effect the other way counts as inactive or inconclusive. The list is partial; the hit share may differ from the screen's.
SMILES	FH mod	GALK inhibitor	PTAP-TSG101 blk	NTMT1 inh	p53null 39C tox	B2AR arrestin ag	p53null 32C kill
Cc1cccc(NC(=O)C2CCN(S(=O)(=O)c3ccc4c(c3)CCCC(=O)N4)CC2)c1	-17%	5%	-2%	3%	-16%	1%	0%
COc1ccccc1CNC(=O)c1cnc2sc(N3CCCCC3)nn2c1=O	·	3%	-5%	·	-2%	0%	-3%
CCn1c(=N)n(CCOc2ccc(Br)cc2)c2ccccc21	-5%	1%	-3%	?	13%	-2%	-21%
O=C(CCc1cn(Cc2ccc(F)cc2)c2ccccc12)NCCc1ccc(Cl)cc1	-28%	3%	3%	11%	-26%	0%	2%
CCCCN(Cc1ccccc1)S(=O)(=O)c1ccc2c(c1)CCN2C(=O)C1CCC1	-6%	1%	-2%	-4%	-13%	-2%	8%
CCn1c(=O)c2sccc2n2c(CCCC(=O)N3CCN(c4ccc(F)cc4)CC3)nnc12	-1%	-4%	-2%	-7%	17%	1%	15%
COc1ccc(NC(=O)c2cc(S(=O)(=O)N3CCCCC3)c[nH]2)cc1Cl	6%	?	1%	-10%	-14%	1%	2%
COc1ccc(N2CCN(C(=O)CNS(=O)(=O)c3ccc(Br)s3)CC2)cc1	-9%	1%	0%	-14%	-7%	1%	-4%
CCOC(=O)c1c(S(=O)(=O)N2CCCC(C(=O)Nc3cc(C)ccn3)C2)c(C)n(C)c1C (stereo unspecified)	-5%	-4%	-4%	-6%	7%	-3%	-4%
CCC(=O)N1CCc2cc(Br)cc(S(=O)(=O)N3CCCC(C(=O)Nc4ccc(OC)c(Cl)c4)C3)c21 (stereo unspecified)	-29%	4%	3%	3%	-10%	0%	-4%
Cc1ccc(-c2nc3c(c(SCC(=O)Nc4ccccc4Cl)n2)Cc2c(CO)cnc(C)c2O3)cc1	-1%	-3%	0%	-2%	-19%	0%	-3%
COc1nc(-c2ccccc2)ccc1-c1noc(-c2ccccc2Br)n1	-7%	0%	-4%	20%	13%	-2%	0%
Cn1c(=O)oc2cc(S(=O)(=O)N3CCC(C(=O)NCc4ccc(F)cc4)CC3)ccc21	-5%	8%	0%	8%	-1%	1%	-3%
CCOc1ccc(CCNC(=O)c2sc3ncccc3c2-n2c(C)ccc2C)cc1	?	3%	0%	5%	75%[activator]	0%	55%[activator]
CCc1ccc2ncc3c(-c4ccccc4)nn(-c4ccccc4)c3c2c1	-23%	2%	-3%	-3%	-13%	0%	8%
Cc1cccc2c1-c1sc(C(=O)NCCCN3CCN(c4ccccc4F)CC3)cc1CO2	?	0%	-4%	4%	?	0%	-12%
CCN(CC)c1ccc(NC(=O)c2cc3c(=O)n4cccc(C)c4nc3n2C)c(C)c1	-11%	3%	-1%	?	22%	0%	1%
CCOc1ccc(CNS(=O)(=O)c2ccc3c(c2)CCCN3C(C)=O)cc1OC	-2%	1%	1%	10%	30%	0%	-7%
Cc1ccc(-c2cc(C(=O)NC(C)c3ccccc3)c3ccccc3n2)cc1C (stereo unspecified)	2%	1%	0%	-4%	16%	-1%	-13%
CCc1ccccc1NC(=O)c1ccc(Cn2nc(N3CCN(c4ccccc4)CC3)ccc2=O)o1	-25%	0%	0%	-22%	6%	1%	28%
CSc1ccc(-c2nc3ccc(C)cn3c2Nc2ccccc2C)cc1	-15%	10%	-7%	4%	?	0%	-1%
O=C(C1CCC(Cn2c(=O)c3sccc3n(Cc3ccc(F)cc3)c2=O)CC1)N1CCOCC1 (stereo unspecified)	-6%	-2%	2%	-14%	-6%	1%	-4%
COc1cc(OC)c(NC(=O)N2CCC(CN3CCCC3)CC2)cc1Cl	2%	4%	0%	-9%	-6%	0%	-12%
CCOC(=O)Cn1c(=O)n(C2CCCCC2)c2nc(-c3ccc(OCC)cc3)nc(C(N)=O)c21	-4%	0%	-1%	-1%	4%	2%	0%
CN(CC(=O)Nc1cccc(C(F)(F)F)c1)S(=O)(=O)c1cccs1	-6%	-1%	-7%	?	4%	1%	-3%
Cc1ccc(C)c(CN2C(=O)c3ccccc3S(=O)c3ccc(C(=O)N4CCC(C)CC4)cc32)c1 (stereo unspecified)	-31%	0%	1%	-2%	50%[activator]	-2%	2%
CCOC(=O)c1cccc(NC(=O)c2cc3cc4ccc(C)cc4nc3s2)c1	8%	3%	0%	1%	-17%	1%	-1%
Cn1c(=O)c(=O)n(C)c2cc(NC(=O)c3cccc(F)c3)c(Cl)cc21	-4%	0%	-2%	1%	17%	1%	-2%
O=C(CC1N=C2c3ccccc3N=C(SCc3cccc(Cl)c3)N2C1=O)NCCc1ccccc1 (stereo unspecified)	?	0%	2%	9%	-3%	-2%	5%
CCOc1ccc(CCNC(=O)c2ccc3c(c2)nc2n3CCOC2)cc1OCC	?	0%	0%	-5%	-9%	0%	1%

# Filtered by structure, the entries above containing an aryl thioether with sulfur outside any ring.
SMILES	FH mod	GALK inhibitor	PTAP-TSG101 blk	NTMT1 inh	p53null 39C tox	B2AR arrestin ag	p53null 32C kill
Cc1ccc(-c2nc3c(c(SCC(=O)Nc4ccccc4Cl)n2)Cc2c(CO)cnc(C)c2O3)cc1	-1%	-3%	0%	-2%	-19%	0%	-3%
CSc1ccc(-c2nc3ccc(C)cn3c2Nc2ccccc2C)cc1	-15%	10%	-7%	4%	?	0%	-1%

# Quoted at random: four records from the list, in no set order.
SMILES	FH mod	GALK inhibitor	PTAP-TSG101 blk	NTMT1 inh	p53null 39C tox	B2AR arrestin ag	p53null 32C kill
O=C(CC1N=C2c3ccccc3N=C(SCc3cccc(Cl)c3)N2C1=O)NCCc1ccccc1 (stereo unspecified)	?	0%	2%	9%	-3%	-2%	5%
CCN(CC)c1ccc(NC(=O)c2cc3c(=O)n4cccc(C)c4nc3n2C)c(C)c1	-11%	3%	-1%	?	22%	0%	1%
CCc1ccccc1NC(=O)c1ccc(Cn2nc(N3CCN(c4ccccc4)CC3)ccc2=O)o1	-25%	0%	0%	-22%	6%	1%	28%
CSc1ccc(-c2nc3ccc(C)cn3c2Nc2ccccc2C)cc1	-15%	10%	-7%	4%	?	0%	-1%

# (more compounds)
# Each structure is followed by: FH mod | GALK inhibitor | PTAP-TSG101 blk | NTMT1 inh | p53null 39C tox | B2AR arrestin ag | p53null 32C kill
- CCc1cnc2c(c1SCc1c(F)cccc1Cl)c(=O)n(C)c(=O)n2C
    -15% | 1% | 3% | -3% | 20% | -4% | 22%
- COc1ccc(Br)c2c1-c1nc(NC(=O)c3ccc(F)cc3)sc1C2
    4% | 0% | 3% | -5% | -2% | -4% | 0%
- CCCc1nc2nc(C)c(NS(=O)(=O)c3ccc(CC(C)C)cc3)c(=O)n2[nH]1
    -37% | 2% | -3% | -21% | 7% | 1% | -3%
- CCCSCCCNC(=O)C1CCN(c2nc3ccccc3nc2C(F)(F)F)CC1
    -26% | -1% | 1% | 10% | -15% | 0% | -4%
- Cc1cc(C)c(NC(=O)CCn2c(=O)c3cccn3c3ccccc32)c(C)c1
    8% | 0% | -1% | 1% | ? | 0% | 46%[activator]
- Cc1ccc(-n2ncc(C(=O)NCCN3CCCC3)c2C2CCN(C(=O)OC(C)(C)C)CC2)cc1C
    -12% | -2% | -8% | -3% | ? | -1% | 4%
- CNC(=O)c1cc2n(n1)CCCN(Cc1ccc(F)cc1)C2=O
    1% | -7% | -1% | -21% | 1% | 1% | -2%
- CCNC(=O)C1CCCN(c2nn3cc(-c4ccc(C)cc4)nc3s2)C1 (stereo unspecified)
    1% | 0% | 3% | 7% | -15% | 0% | -4%
- COc1ccc(CNC(=O)Cn2nc(C)n3cccc3c2=O)cc1
    1% | 2% | 7% | 10% | 6% | 0% | -8%
- COc1ccc(C)cc1NC(=O)c1cc(S(=O)(=O)NC2CCCCCC2)ccc1F
    -16% | -1% | -8% | -15% | 0% | 0% | -1%
- CCOc1ccccc1CNC(=O)c1cc2c(=O)n(Cc3ccco3)ccc2nc1C
    · | 0% | -5% | · | -8% | 0% | 9%
- CCOc1ccccc1NC(=O)C1CCCN1S(=O)(=O)c1ccc2nc(-c3ccccc3)[nH]c2c1 (stereo unspecified)
    ? | 0% | -2% | ? | 13% | 0% | 19%
- O=S(=O)(c1ccc(C2CCCCC2)cc1)N1CCN(c2ccc(Cl)c(Cl)c2)CC1
    10% | 6% | 1% | 7% | -15% | 0% | 16%
- Cc1ccc(Oc2nc3ccccn3c(=O)c2/C=C(\C#N)c2nc3ccccc3s2)c(C)c1
    ? | 6% | -2% | -6% | -19% | 0% | 5%
- O=C(CN1C(=O)COc2ccc(S(=O)(=O)N3CCCC3)cc21)N1CCN(c2ccc(F)cc2)CC1
    3% | -2% | -5% | -5% | 19% | -2% | 4%
- COc1ccc(CCNC(=O)Cn2c(=O)n(-c3ccc(C)c(C)c3)c(=O)c3c(C)c(C)sc32)cc1OC
    5% | 6% | 1% | -1% | -1% | 1% | 6%
- COc1ccc(NC(=O)CSc2nc3cc(OC)c(OC)cc3c3nc(-c4ccccc4)nn23)cc1Cl
    -7% | 9% | -1% | -2% | 3% | 1% | 6%
- O=C(NCc1cccc(F)c1)c1ccc(NC(=O)c2nsc3ccccc23)cc1
    -7% | 1% | 0% | 45µM* | 10µM* | 2% | ?
- COC(=O)c1sccc1S(=O)(=O)N1CCN(c2cccc(C)c2)C(C)C1 (stereo unspecified)
    -12% | 1% | 1% | -4% | 6% | 0% | -3%
- COC(=O)c1scc(-c2ccc(C)cc2)c1S(=O)(=O)Nc1ccc(N(C)C)cc1
    -13% | -1% | -8% | -5% | 11% | 3% | 8%
- CC1=C(C(=O)Nc2ccccc2)C(c2cccc(Cl)c2)n2nc(SCC(=O)c3ccc(C)cc3)nc2N1 (stereo unspecified)
    5% | 1% | 0% | 17% | 10% | -3% | -9%
- CCC1CCCCN1C(=O)c1c[nH]c2ccc(S(=O)(=O)Nc3cccc(OC)c3)cc2c1=O (stereo unspecified)
    -4% | 4% | -4% | -5% | 11% | -1% | -10%

# Source: PubChem BioAssay (National Center for Advancing Translational Sciences (NCATS))
